HEK293 NOD2/NF-kB: NOD2 signaling inhibitors, cell-based, luminescence, uHTS, HEK293 (AID 1566); HEK293 NOD2/NF-kB luciferase reporter, luminescence; higher % means a stronger effect; inhibition, % at 4 µM; hits with a dose series show EC50 in µM; 290,000 compounds, 0.63% hits; also: many of its hits are not listed in these tables
LYP inhibition: inhibitors of LYP phosphatase, biochemical, fluorescence intensity, uHTS (AID 1779). Tyrosine-protein phosphatase non-receptor type 22 (Homo sapiens). recombinant LYP phosphatase, fluorescence intensity; higher % means a stronger effect. inhibition, % at 11.5 µM; hits with a dose series show IC50 in µM. 290,000 compounds, 0.054% hits;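 also: plate controls were vehicle with enzyme for no effect and no enzyme for full effect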
Myeloid diff MLP: induction of myeloid progenitor differentiation, primary screen, cell-based, flow cytometry, MLPCN library; 360,000 compounds, 1% hits; AID 624256, 2012; calls only at 10 µM; ER-HoxA9 myeloid progenitors, lysozyme-GFP differentiation;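 active = normalized GFP-positive differentiation at or above the plate's own cutoff, the solvent-only control mean plus 3 SD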;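 also: cells exposed to compound for four days before flow analysis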
XIAP antagonists: XIAP antagonists, biochemical, IAP family, fluorescence polarization (AID 1018); E3 ubiquitin-protein ligase XIAP (Homo sapiens); XIAP BIR domain, fluorescence polarization peptide displacement; higher % means a stronger effect; displacement, % at 20 µM; hits with a dose series show IC50 in µM; 200,000 compounds, 0.007% hits; in the data active = displacement above about 50%; also: a part of the inactive calls stands beside numbers as strong as those of hits
Hep lipid drop: inhibitors of hepatocyte lipid droplet formation, primary screen, imaging, high-throughput imaging, BODIPY stain. 240,000 compounds, 0.4% hits. AML12 mouse hepatocytes, oleate lipid droplets. AID 1656, 2009. inhibition, % at 6.5 µM;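 active = lipid droplet intensity inhibited by at least 50%, with more than 500 cells counted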
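Assay system: AML12 mouse liver cells | Compound: 6.5 µM single-point dosing | Schedule: Overnight exposure | Technique: Fluorescence imaging, 20x objective, two fields per well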
Siah-1 displacement: Siah-1 peptide-binding antagonists, primary screen, biochemical, fluorescence polarization, rhodamine-plectin, uHTS (AID 1817). E3 ubiquitin-protein ligase SIAH1 (Homo sapiens). Siah-1 / rhodamine-plectin peptide fluorescence polarization; higher % means a stronger effect. displacement, % at 20 µM, or IC50 in µM where a hit was titrated. 290,000 compounds, 0.02% hits;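 active = displacement of at least 50% at 20 µM, with a fluorescence ratio check between 0.3 and a set limit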;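 also: plate controls were Siah plus tracer with DMSO for no effect and tracer alone without Siah for full effect; strong numbers were not always called active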
HIV peptide binding: inhibitors of HIV fusion peptide binding, primary screen, biochemical, uHTS, fluorescence dequenching (AID 1986) | cell-free peptide binding, fluorescence dequenching, 30 min; higher % means a stronger effect | inhibition, % at 20 µM, or IC50 in µM where a hit was titrated | 290,000 compounds, 0.3% hits; in the data active = inhibition mostly above about 52%, no sharp cut-off; inactive = mostly below about 76%; also: some results filed as inactive read as strong as hits
AID2073: inhibitors of Mint1-CaV2.2 protein interaction, biochemical, HTRF (AID 2073). Voltage-dependent N-type calcium channel subunit alpha-1B (Homo sapiens). HTRF protein-protein interaction, Mint1-CaV2.2; higher % means a stronger effect. inhibition, % at 20 µM, or IC50 in µM where a hit was titrated. 290,000 compounds, 0.19% hits; in the data active = inhibition mostly above about 51%, no sharp cut-off; also: some results filed as inactive read as strong as hits
NS5 inhibitors: Dengue-2 NS5 methyltransferase inhibitors, primary screen, biochemical, confirmation dose response (AID 588689). one-dose inhibition, % at 25 µM; IC50 in µM for titrated hits. Genome polyprotein (Dengue virus type 2 (strain 16681-PDK53)). 340,000 compounds, 0.3% hits. Dengue-2 NS5 methyltransferase capping enzyme assay, biochemical; higher % means a stronger effect; in the data active = a potency from the dose series
Hep lipid drop cells 6.5 µM: recorded beside Hep lipid drop, whose call it bears; cell count; measured here: cell count, cytotoxicity flag;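 cells counted across two imaged fields per well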
NS5 inhibitors pilot replicate: recorded beside NS5 inhibitors, whose call it bears; inhibition, %; measured here: pilot screen replicate inhibition
Myeloid diff MLP GFP+ MAC1+ %: second read-out of Myeloid diff MLP, no call of its own (marks repeat the call); GFP+ MAC1+ double positive, %; measured here: differentiation confirmed by MAC1 staining
* hit, by the source's call; i = inactive; nt = no result given; & = joins results of further samples. Rule as the data show it, unless noted: active = inhibition above about 50%; inactive = the rest.

SMILES	HEK293 NOD2/NF-kB	LYP inhibition	Myeloid diff MLP	Myeloid diff MLP GFP+ MAC1+ %	XIAP antagonists	Hep lipid drop	Hep lipid drop cells 6.5 µM	Siah-1 displacement	HIV peptide binding	AID2073	NS5 inhibitors	others
C=CCNC(=S)NCc1ccccc1	-12%	-3%	i	0.2	nt	-1	677	-7%	1.0%	3%	12%
CC(C)(C)C(=O)NC1(C(F)(F)F)NC(=O)N(Cc2ccccc2)C1=O (centres undefined)	8%	-8%	i	0.4	nt	6	772	-5%	-0.3%	4%	-2%
COc1ccc(-n2c(Cc3ccccc3)nnc2SCc2ccc([N+](=O)[O-])cc2)cc1	-16%	5%	i	0.2	-3.5%	-15	530	-3%	-2.1%	23%	-8%
CCOc1ccc(/C=C2\CCC(C3CCCC3)C2=O)cc1 (centres undefined)	-34%	-8%	i	0.6	nt	-64	668	2%	0.1%	17%	1%
CCc1c(C)nc(N2CCN(c3ccccc3)CC2)[nH]c1=O	4%	-4%	i	0.8	nt	10	844	0%	-0.3%	-6%	-9%
Cc1nc2nc(C)c(CCC(=O)NCCCN3CCN(c4cccc(Cl)c4)CC3)c(C)n2n1	9%&-1%	-9%&-9%	i	1.8&0.1	-4.2%&-1.7%	-12	684	3%&-3%	1.8%&0.3%	2%&-11%	4%&-4%
CC1Cc2ccccc2N1C(=O)COC(=O)C1=COCCO1 (centres undefined)	8%	-3%	i	0.1	-13%	nt	nt	-5%	-0.2%	-6%	4%
CC(C)(Oc1ccc(Cl)cc1)C(=O)Nc1ccc2oc(-c3ccncc3)nc2c1	4%	1%	i	0.7	-3.1%	47	741	-5%	2.0%	38%	2%
CC/C(Cc1ccccc1)=N\NC(=O)c1cc(C)oc1C	13%	-4%	i	0.7	-5.3%	28	630	5%	1.9%	12%	-3%
COc1ccc(CCNC(=O)c2[nH]c(C)c(C(C)=O)c2C)cc1OC	7%	-6%	i	1.2	0.5%	8	649	4%	0.2%	37%	-3%
CCNC(=S)NNC(=O)c1nn(C)c(C)c1Cl	-27%	-4%	i	0.1	-3.6%	10	650	9%	0.3%	-13%	-6%
CC(=O)c1ccc(N2CCN(CC(O)COC(c3ccccc3)c3ccccc3C)CC2)cc1 (centres undefined)	0%	-6%	i	0.3	nt	-35	782	2%	-0.6%	9%	-5%
Cc1nnc2c(NC3CCCC3)nc3ccccc3n12	-6%	3%	i	0.0	-2.4%	13	666	3%	-0.8%	3%	-7%
O=C(NC(=S)Nc1cccc(NC(=O)c2ccccc2)c1)c1cccc([N+](=O)[O-])c1	8%	-5%	i	1.0	-7.8%	16	631	2%	-0.1%	-7%	-1%
CC(C)C(=O)N(c1ccc2oc(=O)sc2c1)S(=O)(=O)c1ccccc1	13%	-1%	i	3.7	-12%	-6	774	-7%	1.9%	20%	3%

Overlap with the part before: two compounds, followed by the next part.
SMILES	HEK293 NOD2/NF-kB	LYP inhibition	Myeloid diff MLP	Myeloid diff MLP GFP+ MAC1+ %	XIAP antagonists	Hep lipid drop	Hep lipid drop cells 6.5 µM	Siah-1 displacement	HIV peptide binding	AID2073	NS5 inhibitors	others
O=C(NC(=S)Nc1cccc(NC(=O)c2ccccc2)c1)c1cccc([N+](=O)[O-])c1	8%	-5%	i	1.0	-7.8%	16	631	2%	-0.1%	-7%	-1%
CC(C)C(=O)N(c1ccc2oc(=O)sc2c1)S(=O)(=O)c1ccccc1	13%	-1%	i	3.7	-12%	-6	774	-7%	1.9%	20%	3%
Cc1ccc(NC(=O)C(=O)NCc2ccc(/C=N/NC(=O)c3c(C)nc4ccccn34)o2)cc1	5%	-6%	i	1.5	-5.8%	22	686	-2%	0.1%	3%	1%
CCOc1cc(/C=C2\CCn3c2nc2cc(Cl)ccc2c3=O)ccc1O	23%	14%	i	0.6	nt	21	719	7%	-1.3%	18%	-12%
COCCN(C(=O)c1ccc(OC2CCN(S(=O)(=O)N(C)C)CC2)cc1)C(C)C	9%	-10%	i	0.6	nt	5	795	-3%	-1.2%	10%	6%	NS5 inhibitors pilot replicate=-3.3
N#CC1=C(N)N(c2ccccc2C#N)C2=C(C(=O)CCC2)C1c1ccsc1 (centres undefined)	-7%	-4%	i	1.9	-3.9%	-8	721	-3%	52%	-14%	2%
c1ccc2sc(-c3ccc4c(c3)OCO4)nc2c1	-192%	-10%	i	0.5	-5.2%	nt	nt	0%	-1.4%	11%	-5%	NS5 inhibitors pilot replicate=1.2
O=C(CSc1ncn(-c2ccccc2)n1)Nc1ccc2c(c1)OCCO2	10%	-9%	i	0.5	-0.9%	nt	nt	-4%	8.8%	6%	-1%
Cc1csc(NC(=O)CSc2nnc(-c3cccs3)n2C)n1	24%	-4%	i	7.2	-6.3%	nt	nt	4%	-1.2%	-5%	-6%
Cc1ccc(NS(=O)(=O)c2ccc(C)c(NC(=O)COc3ccc4ccccc4c3)c2)c(C)c1	-10%	9%	i	0.2	-5.7%	3	770	5%	2.8%	16%	-10%
COCCn1c(=S)[nH]c2cc(C(=O)N3CCC(C(N)=O)(N4CCCCC4)CC3)ccc2c1=O	8%	-8%	i	0.9	-21%	nt	nt	-5%	-1.0%	-24%	-4%
COc1ccc(CNC(=O)CN(Cc2ccco2)C(=O)CNS(=O)(=O)c2ccccc2)cc1	2%	-4%	i	3.8	nt	-4	778	5%	-1.3%	21%	-8%
O=C(Cn1nc(-c2ccc3c(c2)OCCO3)ccc1=O)Nc1ccc(N2CCOCC2)cc1	-3%	-6%	nt	nt	2.9%	nt	nt	-1%	0.9%	3%	nt
CC1(C)CC(=O)C(C=Nc2ccc3cn[nH]c3c2)=C(O)C1	2%	-3%	i	2.3	-1.5%	nt	nt	1%	12%	8%	-2%
CCCC(c1nnnn1Cc1cccs1)N1CCN(C)CC1 (centres undefined)	16%	-4%	i	0.3	0.7%	3	725	4%	0.6%	6%	nt
CCOc1ccc(S(=O)(=O)N2c3ccccc3CC2C)cc1 (centres undefined)	-10%	-1%	nt	nt	-6.3%	-166	361	-1%	-1.0%	5%	-3%
Cc1ccc(C)n1-c1cccc(S(=O)(=O)N2CCOCC2)c1	5%	-2%	i	0.1	-2.7%	-28	754	4%	3.3%	12%	-1%

In the list so far, 3 have a furan ring, fused or not:
SMILES	HEK293 NOD2/NF-kB	LYP inhibition	Myeloid diff MLP	Myeloid diff MLP GFP+ MAC1+ %	XIAP antagonists	Hep lipid drop	Hep lipid drop cells 6.5 µM	Siah-1 displacement	HIV peptide binding	AID2073	NS5 inhibitors	others
CC/C(Cc1ccccc1)=N\NC(=O)c1cc(C)oc1C	13%	-4%	i	0.7	-5.3%	28	630	5%	1.9%	12%	-3%
Cc1ccc(NC(=O)C(=O)NCc2ccc(/C=N/NC(=O)c3c(C)nc4ccccn34)o2)cc1	5%	-6%	i	1.5	-5.8%	22	686	-2%	0.1%	3%	1%
COc1ccc(CNC(=O)CN(Cc2ccco2)C(=O)CNS(=O)(=O)c2ccccc2)cc1	2%	-4%	i	3.8	nt	-4	778	5%	-1.3%	21%	-8%

Later entries
SMILES	HEK293 NOD2/NF-kB	LYP inhibition	Myeloid diff MLP	Myeloid diff MLP GFP+ MAC1+ %	XIAP antagonists	Hep lipid drop	Hep lipid drop cells 6.5 µM	Siah-1 displacement	HIV peptide binding	AID2073	NS5 inhibitors	others
O=C(Cn1ncc2c([nH]c3ccccc32)c1=O)NCC1CCN(Cc2ccccc2F)CC1	-4%	-6%	i	3.8	nt	3	694	-4%	1.9%	1%	0%
COc1ccc(NC(=O)Cc2nnc(SCC(=O)Nc3ccc(F)cc3)n2C)cc1	-10%	-10%	i	0.8	nt	11	734	4%	-1.0%	4%	-2%
CCOc1cc(S(=O)(=O)N2CCCC2)ccc1Cl	1%	-8%	i	7.2	-2.9%	-1	785	0%	2.0%	2%	-6%
COc1ccc(/C=C/C(=O)c2ccc(OC)cc2OC)c(OC)c1	15%	4%	i	3.5	-3.7%	-23	707	0%	-1.1%	-10%	-7%
CCO[C@H]1OC(C(=O)O)=C[C@@H](c2csc3ccccc23)[C@@H]1CCCO	19%	-3%	i	1.2	-6.0%	12	724	7%	4.2%	6%	-6%
C=CCNC(=O)C(=O)NCCOc1ccccc1Cl	-5%	2%	i	0.4	-3.3%	37	655	6%	3.3%	-1%	3%
COc1ccccc1NC(=O)C1=C(C)Nc2nc(-c3ccccc3)nn2C1c1ccccn1 (centres undefined)	15%	0%	i	1.3	0.2%	20	798	0%	-2.5%	-1%	-3%
CCC1(C)Cc2ccccc2-c2nc3n(c(=O)c21)CCCCC3 (centres undefined)	11%	4%	i	0.5	-5.5%	-5	644	2%	-0.3%	-8%	-5%
COc1cccc(/C(O)=C2/C(=O)C(=O)N(CCN(C)C)C2c2ccc(Br)cc2)c1 (centres undefined)	7%	-12%	i	0.9	-2.6%	nt	nt	1%	4.1%	-6%	2%
CNC(=O)C1CCCN1S(=O)(=O)c1ccc(OC)cc1 (centres undefined)	-3%	3%	i	1.0	1.7%	-19	720	-3%	-1.3%	-5%	-5%
CCCNC(=O)c1ccccc1NC(=O)c1ccccc1N(C)S(=O)(=O)c1ccccc1	-10%	-2%	i	0.5	-7.3%	-5	670	0%	2.6%	-2%	-6%
COc1cc(NC(=O)Cn2cnc(S(=O)(=O)N3CCc4ccccc43)c2)cc(OC)c1OC	18%	-14%	i	0.6	nt	14	716	-1%	1.3%	4%	4%
Cc1nc2ccc(C(=O)N/N=C/c3ccccc3O)cc2[nH]1	-5%	-9%	i	3.6	nt	-1	834	-8%	-0.8%	3%	-6%
NS(=O)(=O)c1cc(C(=O)OCC(=O)c2ccccc2)c(Cl)cc1Cl	-5%	-4%	i	0.2	-3.7%	-4	725	-3%	0.1%	5%	-3%
Cc1cccc(Cn2c(NCC(C)O)nc3c2c(=O)n(C)c(=O)n3C)c1 (centres undefined)	10%	-10%	i	0.8	-1.2%	2	751	1%	-0.6%	14%	-3%
Cc1cccc(NCc2nc3ccccc3n2Cc2ccccc2)c1	-36%	-1%	i	2.2	3.0%	nt	nt	5%	-0.2%	4%	-2%
COCC(C)n1c(C)cc(C(=O)CSc2nc(C)c(C)c(C)n2)c1C (centres undefined)	20%	-4%	i	0.4	nt	-12	672	15%	0.4%	-60%	1%
O=c1[nH]c(C2CCCN(S(=O)(=O)c3ccccc3F)C2)nc2c1nnn2Cc1ccccc1Cl (centres undefined)	17%	2%	i	1.1	nt	8	750	-6%	-0.2%	27%	-13%
COc1cccc(C2=NOC(C(=O)N3CCN(c4ccccc4)CC3)C2)c1OC (centres undefined)	8%	1%	i	2.0	-6.0%	-8	756	5%	2.8%	12%	0%
O=C(CNS(=O)(=O)c1cccs1)NCc1ccc(F)cc1	10%	-6%	i	0.3	-8.3%	9	658	-2%	-0.1%	0%	-2%
CC(SCc1ccccc1)C(=O)N/N=C/c1cc2c(cc1Br)OCO2 (centres undefined)	14%	-1%	i	1.3	-17%	nt	nt	-2%	-0.1%	-4%	-5%

Some of the compounds tested; count on the stated rates, not on these rows.
